HTR5A inv ctr: counter-screen for OPRM1-OPRD1 inverse agonists: human HTR5A inverse agonism; P47898; HTR5A cell line, luminescence; inhibition, % at 9.3 µM; 340,000 compounds, 0.083% hits; AID 504634; in the data active = inhibition mostly above about 23%, no sharp cut-off; inactive = mostly below about 18%;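 note: 0% = cells with DMSO and 100% = no-cell wells with DMSO; some compounds called inactive have numbers as strong as hits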
Cardiac RTF inh: cardiac RTF calcium desensitization; IANBD-labeled cardiac RTF, Ca2+ fluorescence; inhibition, % at 7.15 µM; 340,000 compounds, 0.12% hits; AID 493244;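 active = inhibition above the mean inhibition of all tested compounds plus 3 SD, cut at about 17% in these data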;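 note: assay run at fixed EC70 calcium of 1.6 mM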
Keap1 Nrf2 FP: disrupts human Keap1 binding to Nrf2 peptide | Q14145 | Keap1 Kelch-Nrf2 peptide fluorescence polarization, 1536-well | inhibition, % at 9.4 µM | 340,000 compounds, 0.15% hits | AID 504523; in the data active = inhibition above about 12%;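 note: human Keap1 Kelch domain with fluorescein labeled Nrf2 9mer peptide probe; 0% = neutral control wells and 100% = peptide positive control; higher means more block of Keap1 binding to Nrf2 peptide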
CAL-PDZ inh HTS: CAL PDZ (human) peptide binding inhibition | Q9HD26 | purified CAL PDZ, TMR-peptide fluorescence polarization, 1 h | inhibition, % at 24.9 µM | 300,000 compounds, 0.92% hits;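 active = mean inhibition of at least 30% with at least half of replicates also reaching 30%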;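 note: 0% = DMSO neutral control and 100% = excess unlabeled competitor peptide PRC23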
V-ATPase pHluor: regulators of yeast V-ATPase proton transport; S. cerevisiae, pHLuorin cytosolic pH fluorescence; response, % at 10 µM; 350,000 compounds, 0.37% hits; in the data active = response mostly above about 7.3%, no sharp cut-off; inactive = mostly below about 5.4%; note: actives read high; inactives centre near 0; some compounds called inactive have numbers as strong as hits; reference of the scale not given here
RTF Ca sens act: cardiac RTF calcium sensitization. P19429+P45379. IANBD-labeled TnC RTF fluorescence at EC20 calcium; 0% EC20 calcium, 100% full calcium. activation, % at 7.2 µM. 340,000 compounds, 0.24% hits. AID 493008;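 active = activation above the mean over all tested compounds plus 3 SD, cut at about 30% in these data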;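 note: rise in fluorescence read as greater calcium sensitivity of cardiac thin filaments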
MOR-DOR ag: OPRM1-OPRD1 heterodimerization agonism; activation, % at 9.3 µM; P35372+P41143; 340,000 compounds, 0.3% hits; cells, luminescence; in the data active = activation above about 18%;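 note: 0% = vehicle-treated cells and 100% = reference agonist; values of inactives mirror those of a sister screen read the other way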
Target sequence (P35372 whole entry, looked up): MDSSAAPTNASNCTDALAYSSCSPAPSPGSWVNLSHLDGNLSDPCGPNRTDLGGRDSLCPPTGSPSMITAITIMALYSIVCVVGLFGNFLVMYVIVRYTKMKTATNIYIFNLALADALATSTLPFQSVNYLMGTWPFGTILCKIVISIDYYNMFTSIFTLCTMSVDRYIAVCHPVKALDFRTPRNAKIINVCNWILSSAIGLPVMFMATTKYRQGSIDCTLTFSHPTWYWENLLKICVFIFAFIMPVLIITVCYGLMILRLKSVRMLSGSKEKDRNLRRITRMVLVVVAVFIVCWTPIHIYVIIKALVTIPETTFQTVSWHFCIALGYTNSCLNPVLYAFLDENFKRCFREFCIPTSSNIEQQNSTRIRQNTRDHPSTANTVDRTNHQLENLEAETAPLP
Target sequence (P41143 whole entry, looked up): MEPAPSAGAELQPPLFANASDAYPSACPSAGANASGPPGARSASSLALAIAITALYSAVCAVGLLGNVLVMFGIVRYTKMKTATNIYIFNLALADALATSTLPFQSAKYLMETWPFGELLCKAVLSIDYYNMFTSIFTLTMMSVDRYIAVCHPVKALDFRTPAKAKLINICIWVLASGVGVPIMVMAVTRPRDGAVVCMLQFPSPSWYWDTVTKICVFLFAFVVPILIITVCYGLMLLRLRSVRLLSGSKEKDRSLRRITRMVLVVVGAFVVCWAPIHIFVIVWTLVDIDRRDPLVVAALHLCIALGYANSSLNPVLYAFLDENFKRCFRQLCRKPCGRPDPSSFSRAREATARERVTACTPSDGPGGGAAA
HTR5A ag: activates human HTR5A in OPRM1-OPRD1 agonist counter-screen. P47898. HTR5A agonist assay, luminescence, cell-based. activation, % at 9.3 µM. 340,000 compounds, 0.61% hits. AID 504692; in the data active = activation mostly above about 9.5%, no sharp cut-off; inactive = mostly below about 7.6%;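 note: 0% = cells with vehicle only and 100% = reference agonist; strong numbers were not always called active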
MOR-DOR inv ag: inverse agonist of human OPRM1-OPRD1 heterodimerization | P35372+P41143 | cell-based MOR-DOR heterodimer luminescence, inverse agonism | inhibition, % at 9.3 µM | 340,000 compounds, 0.21% hits | AID 504357; in the data active = inhibition above about 22%, passing the limit was not always enough;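 note: 0% = cells with DMSO and 100% = wells without cells with DMSO; values of inactives mirror those of a sister screen read the other way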
LANA DNA inh: inhibitors of KSHV LANA C-terminal domain DNA binding. MBP-C-LANA/FAM-LBS DNA binding, fluorescence polarization. inhibition, % at 9 µM. 340,000 compounds, 0.078% hits. AID 504423;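 active = highest replicate inhibition at or above 60% at 9 µM, even if other replicates fall short; inactive = all replicates below 60% inhibition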;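 note: 0% = neutral control wells and 100% = 4 µM acridine orange control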
Active calls of the source: *; x = no result given.

SMILES	HTR5A inv ctr	Cardiac RTF inh	Keap1 Nrf2 FP	CAL-PDZ inh HTS	V-ATPase pHluor	RTF Ca sens act	MOR-DOR ag	HTR5A ag	MOR-DOR inv ag	LANA DNA inh
COc1ccccc1CC(=O)Nc1ccc(-c2nnc(-c3ccco3)o2)cc1	-15	-10	7	0	-1	6	-1.0	1	6	-1.1
O=S(=O)(c1ccc(Cl)cc1)N1CCN(Cc2ccncc2)CC1	11	-6	-1	4	-4	-2	0.9	-4	-7	-1.0
Cc1ccccc1Nc1nnc(SCC(=O)c2ccc(O)cc2O)s1	-8	5	1	x	2	0	1.4	3	-11	0.0
O=C(NCCCN1CCOCC1)c1ccc(Br)s1	-20	-2	-3	-9	1	2	-2.2	3	11	0.6
Cc1ccc(NC(=O)C2CCCN(S(=O)(=O)c3cnc[nH]3)C2)cc1C (stereo unspecified)	-14	-2	1	-2	-1	1	-3.5	5	18	-0.7
CCc1cccc(C)c1NC(=S)NCc1ccccc1	-18	9	-3	-4	-9	2	1.4	11	-9	-4.1
Cc1cc(OCC(O)CN)ccc1Cl (stereo unspecified)	23	-2	-6	-5	-2	1	-1.4	-1	7	2.1
O=C(O)C1CC=CCC1C(=O)NC12CC3CC(CC(C3)C1)C2 (stereo unspecified)	4	2	-1	67*	5	-4	0.0	-1	0	-1.8
COc1ccc(CNC(=O)CCSc2ccc(F)cc2)cc1OC	2	-6	0	-1	4	1	-1.9	-1	10	-0.5
O=C(Nc1ccc(Cl)cc1F)C1CCN(S(=O)(=O)c2cccnc2)CC1	4	-3	1	-2	-6	-3	-1.3	-2	5	-2.5
Cc1ccc(-c2nc(N/N=C/c3ccccc3[N+](=O)[O-])c3ccccc3n2)cc1	-19	-8	0	x	6	2	1.8	5	-10	1.0
COc1cc(C(=S)N2CCCC2)cc(Cl)c1O	-3	4	1	16	0	1	-3.8	1	23	-2.5
CC(=O)c1sc(NC(=O)CS(=O)(=O)c2ccc(F)cc2)nc1C	5	-15	5	-2	-3	5	0.8	5	-5	0.4
O=C(c1c[nH]c2ccccc12)N1CCN(Cc2ccccc2)CC1	-8	-4	-3	1	-1	2	-0.5	3	3	-0.9
NC(=O)C1CCN(C(=O)Cc2ccc([N+](=O)[O-])cc2)CC1	-4	6	0	0	-2	-4	-1.6	1	8	2.2
CCCn1nc2cc(C(=O)NC3CCc4ccccc43)ccc2c1OCC (stereo unspecified)	-3	-2	-2	0	-1	9	-1.6	-2	9	-0.7
COc1ccc2c(Cl)c(C(=O)NCc3ccco3)sc2c1	-18	0	-7	-2	-1	-3	2.7	-1	-14	-0.2
O=C(CSc1nc(=O)n(CCN2CCOCC2)c2c1CCC2)Nc1ccc(OC(F)(F)F)cc1	-11	3	4	-8	3	-14	-1.5	-3	8	0.1
Cc1cnc(C(=O)OCC(=O)Nc2cccc(S(=O)(=O)N3CCCCC3)c2)cn1	-16	-4	-2	-4	-1	9	-0.8	6	4	-3.2
COc1ccc(NC(=O)Nc2cccc3c2O[C@H](CN(C)C(=O)NC2CCCCC2)[C@@H](C)CN([C@H](C)CO)C3=O)cc1	-11	-5	-5	-2	3	2	-1.8	-1	10	1.1
O=C(COc1cccc(Oc2ccccc2)c1)Nc1ccc(SC(F)F)cc1	-26	-2	-1	4	0	8	1.4	1	-6	-0.1
O=S(=O)(Nc1cccc(Oc2ccc(Cl)cc2)n1)c1ccc(F)cc1	-17	-1	3	-2	-1	-5	3.6	5	-16	3.6
CCCCn1c(=O)[nH]c(=O)c2c1nc(-c1ccccc1OC(F)F)n2C	-14	-18	0	0	-3	2	-0.7	3	4	-1.4
COc1ccc(CCC(=O)Nc2ccc(S(=O)(=O)N3CCCC3)cc2)cc1OC	13	2	-1	-5	5	-3	-1.5	-5	6	-0.7
CN(C)S(=O)(=O)c1ccc(C(=O)Nc2ccnn2C2CCCCC2)cc1	-15	0	-1	-4	6	-7	-0.4	1	2	-0.9
O=C(NCC(=O)N(Cc1ccccc1)C(C(=O)NCC1CCCO1)c1ccccc1)c1cccs1 (stereo unspecified)	-17	-10	-1	-3	-3	-1	-2.8	1	16	1.8
CCO[C@@H]1OC(C(=O)NCc2nc3ccccc3[nH]2)=C[C@H](c2cn(C(C)=O)c3ccccc23)[C@H]1CCCO	-8	2	-3	0	-1	0	0.5	6	-3	-2.5
O=S(=O)(Nc1ccc(Cl)cc1NS(=O)(=O)c1ccccc1)c1ccccc1	-7	9	-1	x	0	-5	-3.3	2	17	2.9
O=C(CSCc1ccc(Cl)cc1)Nc1ccccc1C(=O)N1CCOCC1	11	-8	-1	-1	-2	-1	-2.9	-5	17	1.7
Cc1nn(-c2ccccc2)c2sc(C(=O)OC3CCOC3=O)cc12 (stereo unspecified)	-29	10	-7	-2	0	2	1.2	12	-6	0.5
COc1ccc(CNC(=O)C2CCN(S(=O)(=O)N3CCCC3)CC2)cc1	0	-2	-1	0	-2	-6	-3.6	0	19	0.8
COc1ccccc1C(CNC(=O)c1cccc(NS(=O)(=O)c2ccc(C)c(F)c2)c1)N(C)C (stereo unspecified)	-2	-3	-3	-1	1	4	6.8	1	-44	1.4
CCN1CCN(C(=S)NC(=O)c2cccs2)CC1	-1	-1	0	-2	4	-2	-3.0	-7	16	0.6
Cc1ccccc1N1OC2C(=O)N(c3ccc(F)cc3)C(=O)C2C1c1ccccn1 (stereo unspecified)	-2	-2	1	-1	-3	1	0.3	3	-2	0.7
COc1cccc(NC(=O)CN(C)C(=O)c2cc(-c3ccccc3)nc3ccc(C)cc23)c1	-6	-3	-1	x	-4	-6	5.2	2	-27	-1.8
COc1cccc(/C=N/n2cnnc2)c1OCc1ccccc1	-12	-6	-1	0	-2	6	-3.3	4	18	0.1
COC(=O)c1ccccc1S(=O)(=O)N1CCC(NC(=O)c2ccccc2)CC1	-13	10	-3	-1	-4	1	-2.4	3	11	-0.8
O=C(Cc1ccccc1Cl)Nc1nc2ccccc2[nH]1	-20	4	1	-2	-2	0	2.5	7	-13	1.0
Cc1cc(NC(=O)CN2C(=O)NC3(CCCCC3)C2=O)ccc1N1CCCC1	-19	-2	4	-7	-3	-10	-3.9	3	25	-0.4
O=C(O)c1ccccc1/C=N/n1c(C2CCCCC2)n[nH]c1=S	-2	-8	-3	-3	2	1	-4.8	1	22	1.5
COC(=O)c1cc2occc2n1Cc1ccc(Cl)cc1	-17	-21	-3	-5	0	-1	12	-4	-66	-0.3
O=C(CSc1nc2ccccc2c(=O)n1CCCO)N1CCc2ccccc21	30	-25	-4	-4	2	-4	-0.8	0	4	0.0
CCOc1ccccc1OCCC(=O)OCC(=O)Nc1c(C)cc(C)cc1C	2	-8	0	-3	-1	-9	-0.2	-1	2	1.5
COc1ccccc1-n1c(C)nc(=O)c(-c2ccccc2)c1C	-2	8	-5	-2	-2	1	-2.2	1	13	2.1
Cc1c(C(=O)NCCSCc2ccc(Cl)cc2Cl)cccc1[N+](=O)[O-]	-9	-5	-2	-1	-5	8	1.0	-3	-5	-1.8
Cc1cc(Br)ccc1NC(=O)C1CCN(S(=O)(=O)c2cnc[nH]2)CC1	20	-2	-4	-6	-1	0	-1.5	9	8	-0.5
Cc1cc(O)c(C(C)C)cc1NC(=O)Nc1cc(Cl)ccc1Cl	10	-1	-5	x	0	-6	6.1	-3	-32	-1.0
CCc1noc(C)c1C(=O)Nc1ccc(-c2nnc3n2CCCCC3)cc1	-23	-2	2	1	-1	-3	1.9	8	-12	2.7
Cc1[nH]c(=O)[nH]c(=O)c1S(=O)(=O)Nc1cccc([N+](=O)[O-])c1C	5	-6	-2	-7	-1	-1	-1.9	-1	9	0.7
CC(C)C[C@@H](CN)NC(=O)c1nc[nH]c1C(=O)N[C@@H](C)C(=O)CNC[C@H](C)NC(=O)c1nc[nH]c1C(=O)N[C@@H](CC(C)C)C(=O)O	3	-8	-1	-3	2	-2	-1.3	-1	6	0.4
Cc1ccc(NC(=O)c2cc(N3C(=O)C=CC3=O)ccc2N2CCOCC2)cc1	-3	-3	-15	-5	8	1	-1.2	1	5	0.1
Cc1ccc(-c2cc(C(F)F)n3ncc(C(=O)Nc4cn(C)nc4C)c3n2)cc1	-58	-10	0	-3	10	1	-0.8	8	5	0.2
CN1CCN(c2ccc(S(=O)(=O)N3CCOCC3)cc2NC(=O)COc2ccc(C#N)cc2)CC1	1	-2	-3	x	4	4	-2.2	0	11	-0.2
Cc1ccc(S(=O)(=O)CC(=O)Nc2sc(C)c(C)c2C(N)=O)cc1	-16	-10	-5	x	-5	2	-1.0	6	5	0.4
COc1ccc(N2CCCCn3c2nc2c3c(=O)[nH]c(=O)n2C)cc1	-13	2	-1	-3	0	4	-1.9	2	11	-0.5
COc1cc2nc(CN(C)Cc3nc4ccccc4c(=O)[nH]3)[nH]c(=O)c2cc1OC	-22	-8	-4	x	10	-2	-0.8	0	4	-0.2
CCOC(=O)N1CCN(C(=O)CC(C)S(=O)(=O)c2cc3c(cc2C)NC(=O)CO3)CC1 (stereo unspecified)	6	-4	-1	2	2	-2	-3.9	-3	20	0.3
CC1CCN(CC(=O)N2CC(=O)Nc3ccccc32)CC1	-6	-8	-3	-2	2	0	-2.1	3	10	2.2
COc1ccc(-n2nc3c(c2NC(=O)C(C)C)CSC3)cc1	17	-8	1	3	0	-4	-4.0	-4	20	1.0
CC(C)(C)c1ccc(CN2C(=O)c3ccccc3S2(=O)=O)cc1	2	6	-3	0	-1	2	2.0	-3	-14	-0.7

Continuation.
SMILES	HTR5A inv ctr	Cardiac RTF inh	Keap1 Nrf2 FP	CAL-PDZ inh HTS	V-ATPase pHluor	RTF Ca sens act	MOR-DOR ag	HTR5A ag	MOR-DOR inv ag	LANA DNA inh
CCOc1ccccc1NC(=O)CCn1nc(C)c(S(=O)(=O)N2CCCCC2)c1C	2	-5	2	-10	-3	-2	-1.7	2	9	-0.7
CCN1C[C@@H]2[C@@H]3C(=O)N(Cc4ccccc4)C(=O)[C@@H]3[C@](Cc3ccccc3)(C1=O)N2C(=O)c1ccc(Br)cc1	6	-7	-8	1	-2	-3	-1.4	-3	8	0.4
COc1cccc(NC(=S)NC(=O)Cc2ccccc2)c1	-2	-1	-2	-3	-1	0	1.0	-3	-5	0.2
Cc1ccc(NC(=S)N2CCCCCC2)cc1	0	-2	-7	-5	-3	4	-1.3	2	7	1.9
CC(C)(C)OC(=O)NCC(=O)N1CCC(C(=O)O)CC1	-24	4	8	2	-1	-2	-1.7	7	7	2.3
Cc1c(C)n(C)c2ccc(C(=O)NCCCN(C)C3CCCCC3)cc12	2	-3	-3	-2	2	-2	0.4	0	-2	1.4
CCC(C)(C)n1nnnc1C(c1ccc2ncccc2c1)N1CCN(c2nc3ccccc3s2)CC1 (stereo unspecified)	18	0	4	-2	0	2	-2.6	-1	15	-0.3

Compounds shown so far with bromine, in the order listed:
SMILES	HTR5A inv ctr	Cardiac RTF inh	Keap1 Nrf2 FP	CAL-PDZ inh HTS	V-ATPase pHluor	RTF Ca sens act	MOR-DOR ag	HTR5A ag	MOR-DOR inv ag	LANA DNA inh
O=C(NCCCN1CCOCC1)c1ccc(Br)s1	-20	-2	-3	-9	1	2	-2.2	3	11	0.6
Cc1cc(Br)ccc1NC(=O)C1CCN(S(=O)(=O)c2cnc[nH]2)CC1	20	-2	-4	-6	-1	0	-1.5	9	8	-0.5
CCN1C[C@@H]2[C@@H]3C(=O)N(Cc4ccccc4)C(=O)[C@@H]3[C@](Cc3ccccc3)(C1=O)N2C(=O)c1ccc(Br)cc1	6	-7	-8	1	-2	-3	-1.4	-3	8	0.4

Compound activity deposited in PubChem BioAssay by several laboratories.
